TWEAK-Fn14 inh = inhibitors of TWEAK-Fn14 signaling, primary screen, luciferase reporter cells, uHTS. TWEAK-stimulated Fn14 reporter cells, luciferase luminescence, 8 h. inhibition, % at 10 µM. 2% of 360,000 active; in the data active = inhibition above about 50%
TLR9-MyD88 inh = inhibitors of TLR9-MyD88 association in cells, primary screen, cell-based, CHO, BLA complementation, fluorescence. Toll-like receptor 9 (Homo sapiens) + Myeloid differentiation primary response protein …. CCF4 FRET ratio. inhibition, % at 4.98 µM. 0.21% of 340,000 active;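 active = inhibition above the mean over all tested compounds plus 3 SD, cut at about 21% in these data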;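 also: 0% = DMSO only wells and 100% = clavulanate BLA inhibitor control wells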
TROY NFkB inh = inhibitors of TROY-driven NF-kB signaling, primary screen, Q293 LMP1-TROYcd cells, NF-kB luciferase, uHTS | AID 1347056, 2019 | 0.98% of 360,000 active | Q293 LMP1-TROYcd NF-kB luciferase reporter, 4 h | inhibition, % at 10 µM;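 active = compounds whose plate-normalised and pattern-corrected inhibition of the luciferase reporter signal at the single screening dose is 50% or more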
NCOA2 inhibitor = inhibition of GAL4-SRC2 driven luciferase reporter, primary screen, SRC2 inhibitor project, cell-based, luminescence; HEK293 GAL4-SRC2 luciferase reporter; inhibition, % at 9 µM; 0.17% of 370,000 active; AID 651957, 2012;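 active = inhibition above the mean inhibition of all tested compounds plus 3 SD, set per campaign, cut at about 52% in these data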;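 also: 0% = DMSO treated cells and 100% = cells given Gossypol at 36 µM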
Target sequence (Q15596 whole entry, looked up, the tested form may be a part): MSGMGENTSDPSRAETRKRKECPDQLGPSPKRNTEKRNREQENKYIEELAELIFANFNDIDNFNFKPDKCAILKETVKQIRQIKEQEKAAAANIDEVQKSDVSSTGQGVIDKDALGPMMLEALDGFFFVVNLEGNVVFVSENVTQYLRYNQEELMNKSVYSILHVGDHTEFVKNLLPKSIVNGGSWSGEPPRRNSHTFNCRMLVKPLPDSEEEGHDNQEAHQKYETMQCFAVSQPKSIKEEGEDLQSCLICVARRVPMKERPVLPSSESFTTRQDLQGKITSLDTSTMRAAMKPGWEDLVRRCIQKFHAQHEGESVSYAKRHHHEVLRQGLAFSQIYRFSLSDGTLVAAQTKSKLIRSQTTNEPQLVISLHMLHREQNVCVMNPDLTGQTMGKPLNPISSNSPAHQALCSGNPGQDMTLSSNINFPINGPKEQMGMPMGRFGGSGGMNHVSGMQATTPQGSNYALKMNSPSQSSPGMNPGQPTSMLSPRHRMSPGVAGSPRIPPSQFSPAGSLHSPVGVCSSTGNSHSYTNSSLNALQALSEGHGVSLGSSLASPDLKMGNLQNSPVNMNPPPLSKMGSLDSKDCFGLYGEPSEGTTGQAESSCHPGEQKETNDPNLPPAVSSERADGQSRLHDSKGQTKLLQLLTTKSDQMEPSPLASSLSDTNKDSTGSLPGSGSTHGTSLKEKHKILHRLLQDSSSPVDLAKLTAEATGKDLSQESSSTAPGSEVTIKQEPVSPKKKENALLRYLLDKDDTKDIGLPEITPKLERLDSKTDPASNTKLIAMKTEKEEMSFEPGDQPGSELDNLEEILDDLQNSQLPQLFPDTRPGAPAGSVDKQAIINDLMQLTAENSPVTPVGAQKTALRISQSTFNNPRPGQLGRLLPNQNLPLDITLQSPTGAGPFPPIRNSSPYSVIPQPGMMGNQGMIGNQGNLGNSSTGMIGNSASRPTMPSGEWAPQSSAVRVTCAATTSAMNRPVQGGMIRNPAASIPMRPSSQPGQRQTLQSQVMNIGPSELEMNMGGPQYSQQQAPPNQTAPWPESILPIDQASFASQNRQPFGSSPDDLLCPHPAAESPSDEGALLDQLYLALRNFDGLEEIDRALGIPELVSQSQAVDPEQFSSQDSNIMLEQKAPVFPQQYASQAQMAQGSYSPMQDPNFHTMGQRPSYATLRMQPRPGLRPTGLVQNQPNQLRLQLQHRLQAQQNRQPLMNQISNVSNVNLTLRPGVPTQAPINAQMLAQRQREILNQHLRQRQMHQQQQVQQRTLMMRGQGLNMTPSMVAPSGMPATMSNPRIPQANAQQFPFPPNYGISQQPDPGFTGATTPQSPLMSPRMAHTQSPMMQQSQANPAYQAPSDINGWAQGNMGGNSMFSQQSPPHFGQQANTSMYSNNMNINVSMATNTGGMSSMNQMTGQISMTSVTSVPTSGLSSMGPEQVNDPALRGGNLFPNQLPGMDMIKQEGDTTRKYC
C8 TRAIL sens = viability loss with TRAIL in NB7+C8 cells, primary screen, TRAIL sensitizer project, cell-based, ATPlite luminescence; inhibition (viability loss, TRAIL sensitization), % at 10 µM; 1% of 360,000 active;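 active = compounds causing at least 50% loss of cell viability in the single-dose screen, relative to plate controls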
COUP-TFII inh = NR2F2 transcriptional activity inhibitors, primary screen, cell-based, luciferase reporter, HEK293T, luminescence; COUP transcription factor 2 (Homo sapiens), P24468; HEK293T NGFI-A luciferase reporter; inhibition, % at 8.6 µM; 0.7% of 370,000 active; AID 686940, 2013;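 active = inhibition above a per-plate cutoff, mean inhibition of test wells between control levels plus 3 SD, cut at about 38% in these data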;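 also: cells cotransfected with COUP-TFII expression vector driving the NGFI-A reporter; 0% = median of COUP-TF2 test wells and 100% = reporter-only cells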
NCOA1 inh = SRC1 coactivator transcriptional activity inhibitors, primary screen, cell-based, luminescence. Nuclear receptor coactivator 1 (Homo sapiens), Q15788. HEK293 GAL4-SRC1 luciferase reporter. inhibition, % at 3.6 µM. 0.12% of 360,000 active;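 active = inhibition above the campaign mean plus 3 SD, with each screening campaign given its own cutoff, cut at about 60% in these data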;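 also: 0% = DMSO treated cells and 100% = gossypol at 36 µM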
NOD2-RIPK2 inh = NOD2-RIPK2 binding disruptors in cells, primary screen, fluorescence, CHO cells, BLA complementation; Receptor-interacting serine/threonine-protein kinase 2 (Homo sapiens), O43353; CCF4 ratio; inhibition, % at 4.98 µM; 0.38% of 360,000 active; AID 624267, 2012; in the data active = inhibition above about 21%;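 also: 0% = vehicle only and 100% = reference blocker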
LMP1 NFkB inh = EBV LMP1-driven NF-kappaB luciferase reporter inhibitors, primary screen, cell-based, luminescence, single point; LMP1-induced NF-kappaB luciferase reporter cells; inhibition, % at 12.5 µM; 0.69% of 350,000 active; AID 504558, 2011; in the data active = inhibition above about 41%;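 also: 0% = neutral control wells and 100% = reference inhibitor control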
NR5A2 inv ag = LRH-1 (NR5A2) inverse agonists, primary screen, cell-based, luminescence, HEK293T, StAR-luciferase reporter; Nuclear receptor subfamily 5 group A member 2 (Homo sapiens), O00482; LRH-1 transfected, 24 h; inhibition, % at 3.6 µM; 0.13% of 360,000 active;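 active = inhibition above the mean inhibition of all tested compounds plus 3 SD, cut at about 73% in these data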;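 also: 0% = DMSO wells and 100% = reporter-only cells lacking LRH-1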
NCOA3 inh = SRC3 coactivator transcriptional activity inhibitors, primary screen, cell-based, luminescence; HEK293 GAL4-SRC3 luciferase reporter; AID 588352, 2011; inhibition, % at 3.6 µM; Nuclear receptor coactivator 3 (Homo sapiens), Q9Y6Q9; 0.17% of 360,000 active;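 active = inhibition above a per-campaign cutoff, the mean of all compounds plus 3 SD, cut at about 60% in these data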;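 also: 0% = DMSO-treated cells and 100% = gossypol-treated cells at 36 µM; higher means less SRC3-driven luciferase light from the GAL4 reporter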
Starred values were filed as active, the others as inactive; · = not tested or not shown. These rows are one share of the data, so the mix of outcomes need not match the whole.

Below each SMILES: TWEAK-Fn14 inh	TLR9-MyD88 inh	TROY NFkB inh	NCOA2 inhibitor	C8 TRAIL sens	COUP-TFII inh	NCOA1 inh	NOD2-RIPK2 inh	LMP1 NFkB inh	NR5A2 inv ag	NCOA3 inh
(1) O=C(Nc1ccccc1Cl)c1cc(S(=O)(=O)N2CCC3(CC2)OCCO3)ccc1F
 : 0	-12	-8	33	-2	1	11	-12	-15	-15	-10
(2) Cc1ccccc1NC(=O)NCCCN1CCN(c2ccccc2)CC1
 : 0	2	-37	1	1	-3	-3	-2	-5	8	26
(3) COc1ccc(OCC(=O)Nc2nonc2NC(=O)COc2ccc(OC)cc2)cc1
 : 8	-11	-14	2	-6	-3	-7	-2	13	-3	-6
(4) COc1ccc(NC(=O)Cn2c(=O)n(CC(=O)NCc3ccco3)c(=O)c3ccccc32)cc1OC
 : -15	-1	-14	2	3	-2	2	5	-5	8	0
(5) C=CCNC(=O)CC1Nc2c3ccccc3nc(=S)n2C1=O (stereo unspecified)
 : 3	-13	-1	16	6	12	-13	1	-9	1	6
(6) Cc1cc(C)cc(NS(=O)(=O)Cc2ccccc2)c1
 : -6	0	-10	6	-17	11	13	5	-10	8	3
(7) COC(=O)C(Cc1ccccc1)NC(=O)c1cccc(S(=O)(=O)N(C)C)c1 (stereo unspecified)
 : -2	4	-3	-39	-2	15	-5	-4	1	-6	-15
(8) CC(C)n1nc(C(=O)Nc2ccc(-n3cnnn3)cc2)c2ccccc2c1=O
 : -7	-4	-4	-11	21	16	-9	9	-11	-11	-17
(9) CCN(CC)C(=O)Cn1cc(C(=O)C(=O)NCc2ccco2)c2ccccc21
 : -1	5	-4	-9	-11	-6	8	-1	-1	2	6
(10) C#CCNC(=O)C[C@@H]1C[C@@]2(C(=O)OCC)CCCC=C2N(CCC2=CCCCC2)C1=O
 : ·	·	·	11	-6	4	·	7	·	-3	·
(11) O=C(c1ccc(Cl)s1)N1CCCC(N2CCN(c3ccc(F)cc3)CC2)C1 (stereo unspecified)
 : -3	14	5	-2	15	14	14	-9	14	12	22
(12) COc1ccccc1C(=O)Nc1ccc(Br)c2cccnc12
 : -43	4	-12	4	-2	16	-10	-13	-2	-9	-23
(13) CCCCOc1ccc(C(=O)Nc2ccncc2)cc1
 : 7	2	-3	-13	25	51*	-9	2	15	27	9
(14) O=S1(=O)CCN(OCc2ccc(F)cc2Cl)CC1
 : -6	4	-19	14	-6	-15	-60	2	-6	15	6
(15) CC(C)NC(=O)C1(C)CN(S(C)(=O)=O)CC(=O)N1Cc1ccc2c(c1)OCO2 (stereo unspecified)
 : ·	·	·	20	13	-1	·	-5	·	-23	·
(16) O=C(COC(=O)c1nc(Cl)ccc1Cl)Nc1ccc(Cl)cn1
 : 7	4	-14	-8	12	-23	-10	-1	-5	-6	-3
(17) CCCCOC(=O)CCc1n[nH]c(=O)[nH]c1=O
 : 4	-3	6	-4	-12	9	1	-8	-5	17	20
(18) Cc1ccc(C(=O)N2CCN(S(=O)(=O)c3cc(Br)ccc3Br)CC2)o1
 : 15	-8	-2	-3	-23	7	10	-14	-1	-13	12
(19) Cc1ccc(CC(CC(=O)NCCc2ccc3c(c2)OCO3)C(=O)O)cc1 (stereo unspecified)
 : 0	6	1	-14	-6	16	-2	5	5	3	17
(20) O=S(=O)(Nc1ccc(S(=O)(=O)N2CCCC2)cc1)c1ccc(F)cc1
 : 10	2	-7	-2	10	15	11	-17	1	8	4
(21) COc1cc(C)ccc1OCC(=O)Nc1ccccc1N1CCOCC1
 : -17	-2	-10	-6	-3	9	-4	0	-4	-39	-15
(22) CC(C)OCCCN(CC(O)c1ccccc1)CC(O)c1ccccc1 (stereo unspecified)
 : -6	0	4	-27	-6	5	-5	-11	2	15	6
(23) Cc1cc(C)c2c(C)c(C(=O)NCc3ccncc3)oc2c1
 : 3	-5	13	14	-7	8	13	-10	1	44	-10
(24) CCOC(=O)C1=C(c2ccccc2)N=C2SCC(=O)N2C1c1cccc(OC)c1 (stereo unspecified)
 : 8	-11	-9	0	0	-10	-14	11	12	3	-13
(25) COc1ccc(-c2csc(N(CCCN(C)C)C(=O)c3ccc(Br)cc3)n2)cc1
 : -10	-4	8	-12	5	11	-39	1	-1	3	13
(26) S=c1[nH]ncn1/N=C/c1cccc(Oc2ccccc2)c1
 : -6	3	-1	-10	15	0	-16	6	1	3	-2
(27) Cc1ccc(CN2CCN(/N=C/c3ccc(C(F)(F)F)cc3)CC2)c(C)c1
 : 7	-21	15	11	4	10	4	2	8	10	4
(28) NNS(=O)(=O)c1ccc(Cc2ncc(C(F)(F)F)cc2Cl)s1
 : 13	6	6	3	1	5	6	5	0	4	-7
(29) C=CCn1c2ccccc2c2n[nH]c(=S)nc21
 : -3	-6	15	9	-13	0	-2	-1	1	1	-11
(30) CCn1c(SCC(=O)Nc2cccc(C)n2)nnc1-c1ccco1
 : 6	2	-18	12	0	-5	2	-11	6	3	14
(31) Cn1c(=O)c2ccccc2n(CC(=O)NC2CCCCC2)c1=O
 : 22	6	-4	-2	-16	10	1	-3	1	13	2
(32) O=C(Oc1c(-c2ccccc2)c(=O)n2c3c(cccc13)CC2)c1ccc(Cl)cc1
 : 9	-3	53*	5	3	-16	-18	-17	-3	9	-12
(33) COc1cccc(/C=C2\SC(=S)N(C(C(=O)O)c3ccccc3)C2=O)c1OC (stereo unspecified)
 : 11	1	-9	1	4	-7	-2	-1	-11	-1	-16
(34) COc1ccc(/C=C/c2nnc(NC(=O)CSc3ccc(C)cc3)s2)cc1
 : -29	2	-26	-13	6	20	-4	-5	-33	-14	21
(35) COc1ccc2c(c1)nc(SCC(=O)C(C)(C)C)n2C
 : -22	0	-1	-19	-13	-7	2	2	4	-20	10
(36) COc1cc(C(=O)NCCC(=O)NCc2c(F)cc(F)cc2F)cc(OC)c1OC
 : 13	-2	-5	5	-4	20	-12	-2	-1	-2	6
(37) COC(=O)CSc1nnc(-c2ccc(S(=O)(=O)N3CCC(C)CC3)cc2)o1
 : 14	-3	-5	-17	-7	10	-28	-8	-3	-6	6
(38) CCc1nn(CC(=O)N2CCCCCC2)c(=O)c2cc3ccccc3n12
 : 9	9	-6	13	8	-12	-5	-21	-5	1	8
(39) CCOC(=O)C1=C(COC(=O)CNC(=O)c2ccccc2F)NC(=O)NC1C (stereo unspecified)
 : 3	-5	13	11	1	8	-3	-6	-2	8	-18
(40) CC(=O)N1CCN(C(=O)COC(=O)/C=C/c2ccc(C(F)(F)F)cc2)CC1
 : -6	-12	1	11	10	-6	-6	-2	1	-7	10
(41) O=C(/C=C/Sc1ncn[nH]1)c1ccc(Cl)cc1
 : 46	10	66*	-160	30	30	-2	21*	-3	20	15
(42) CC(C)COP(=O)(c1ccc(N(C)C)cc1)C(O)c1ccc(Br)cc1 (stereo unspecified)
 : 29	1	14	-6	0	-5	-7	-2	-4	0	2
(43) Cc1cc(C)n2nc(C(=O)Nc3ccc(S(=O)(=O)N4CCCCC4)cc3)nc2n1
 : 10	2	-15	-6	2	4	-17	-3	-1	9	10
(44) CCS(=O)(=O)NCc1cn2c(C)csc2n1
 : -2	-2	-4	-52	-4	-4	-10	-16	-7	-1	-7
(45) CCN(CC)Cc1cc(Nc2c3ccccc3nc3c4ccccc4n(C)c23)cc(CN(CC)CC)c1O
 : -45	-3	-47	-138	20	-17	-4	4	-23	-14	-5
(46) CC1(C)c2ccccc2N(CC(N)=O)C12C=Cc1ccccc1O2 (stereo unspecified)
 : 10	-7	23	-12	16	6	4	-4	11	-4	15
(47) CCN(CC(=O)Nc1ccc2c(c1)OCCO2)Cc1cc(=O)oc2c(C)c(C)ccc12
 : -5	-3	34	-11	5	3	-28	12	-6	-17	-7
(48) COc1ccc(CC(=O)NCC2CCCN(Cc3ccccc3Cl)C2)cc1 (stereo unspecified)
 : -7	-3	2	-7	4	-14	4	6	-8	-7	-1
(49) Cn1c(CNC(=O)CNC(=O)Cc2ccc(Cl)cc2)cc(=O)n(C)c1=O
 : 11	-1	-12	-4	-6	-16	0	-4	-5	11	14
(50) CCN1CCN(CC(=O)c2cc(Cl)ccc2Cl)CC1
 : 14	-7	6	-9	-5	-17	-12	-3	-2	2	-1
(51) CCOC(=O)C1(CC2CC2)CCN(Cc2cn[nH]c2-c2cccc(F)c2)CC1
 : 10	0	8	18	0	-5	0	-2	1	7	10
(52) Cn1cc(CN2CCC(C(=O)Nc3cccc(-c4cccc(F)c4)c3)CC2)cn1
 : -2	1	-15	-11	-5	9	12	11	-8	-8	0
(53) Cc1cccc(OCCCC(=O)Nc2ccc(S(=O)(=O)Nc3onc(C)c3C)cc2)c1
 : 4	-6	-15	4	7	2	-5	-1	-4	-11	11
(54) O=C(NNC(=O)c1cc(-c2ccc(Cl)cc2Cl)nc2ccccc12)Nc1ccccc1
 : 39	7	21	-37	18	-21	2	-3	-11	11	12
(55) COc1ccc2cc(C(N)=O)/c(=N\NC(=O)c3ccccc3)oc2c1
 : 89*	2	58*	-30	27	-22	-36	5	46*	-15	-43
